From PubChem BioAssay
M. tuberculosis: growth inhibition of non-replicating M. tuberculosis (AID 488890) | Mycobacterium tuberculosis non-replicating, growth inhibition; higher % means a stronger effect | inhibition, % at 25 µM, or IC50 in µM where a hit was titrated | hit rate 0.39% among 320,000; in the data active = a potency from the dose series; inconclusive = inhibition mostly from about 82% at the one dose, without a potency; inactive = the rest, 99 in 100 with inhibition below about 76%;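 also: plate controls were DMSO cells for no effect and high antibiotic wells for full effect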
Salmonella PhoP GFP: Inhibition of PhoP regulon, Salmonella typhi GFP reporter cells, confirmation, 4 h (AID 1850). inhibition, % at 50 µM, or IC50 in µM where a hit was titrated. Salmonella Typhi PhoP-promoter GFP reporter, fluorescence, 4 h; higher % means a stronger effect. hit rate 0.33% among 310,000; in the data active = a potency from the dose series; inconclusive = inhibition mostly from about 25% at the one dose, without a potency; inactive = the rest, 99 in 100 with inhibition below about 19%;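 also: 0% = induced wells with vehicle and 100% = uninduced wells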
H37Rv inhibition: M. tuberculosis growth inhibition, HTS (AID 449762); M. tuberculosis H37Rv growth inhibition, 7H9 media; higher % means a stronger effect; one-dose inhibition, % at 25 µM; IC50 in µM for titrated hits; hit rate 0.59% among 330,000; in the data active = a potency from the dose series; inconclusive = inhibition above about 70% without an active follow-up result;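 also: bacterial growth assessed after seven days of incubation; strong numbers were not always called active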
H1N1 NS1A inhibition: NS1A inhibition, H1N1 influenza, cell based functional assay (AID 504329) | one-dose inhibition, % at 12.5 µM; IC50 in µM for titrated hits | hit rate 0.3% among 340,000 | NS1A functional cell-based assay, percent inhibition; higher % means a stronger effect; in the data active = a potency from the dose series; inconclusive = inhibition above about 27% without an active follow-up result; also: strong numbers were not always called active
VEEV TC-83 Vero: inhibitors of VEEV TC-83 cytopathic effect, confirmation, Vero cells (AID 588727); hit rate 0.13% among 350,000; Vero cells, VEEV TC-83 cytopathic effect inhibition; higher % means a stronger effect; inhibition, % at 20 µM; hits with a dose series show IC50 in µM; in the data active = a potency from the dose series; inconclusive = inhibition mostly from about 14% at the one dose, without a potency; inactive = the rest, 99 in 100 with inhibition below about 12%; also: strong numbers were not always called active
Starred values were filed as active, the others as inactive; i = inactive; ? = inconclusive; . = no result given.

Start of the listing, in advance, 2 compounds:
entry	Compound	M. tuberculosis	Salmonella PhoP GFP	H37Rv inhibition	H1N1 NS1A inhibition	VEEV TC-83 Vero
1	COc1ccc(C2CC(=O)C=C(NCc3ccc4c(c3)OCO4)C2)cc1 (stereo unspecified)	28%	2%	4%	-17%	0.1%
2	Cc1ccc(S(=O)(=O)NCCC(=O)NC2CCCCCC2)cc1C	11%	.	-2%	1%	i

This part in full (from the top)
entry	Compound	M. tuberculosis	Salmonella PhoP GFP	H37Rv inhibition	H1N1 NS1A inhibition	VEEV TC-83 Vero
1	COc1ccc(C2CC(=O)C=C(NCc3ccc4c(c3)OCO4)C2)cc1 (stereo unspecified)	28%	2%	4%	-17%	0.1%
2	Cc1ccc(S(=O)(=O)NCCC(=O)NC2CCCCCC2)cc1C	11%	.	-2%	1%	i
3	Cc1cnc(C(=O)OCC(=O)NC2CCCCCC2)cn1	-2%	8%	-5%	.	i
4	N#C/C(=C\c1cccc(Cl)c1)C(=O)c1ccccc1	44%	9%	0%	-7%	i
5	Cc1ccc(Cn2ccc(NC(=O)c3cc(C)on3)n2)cc1	58%	4%	8%	-3%	4.3%
6	CCN(CC)c1ccc(NC(=O)C(C)C)cc1	9%	8%	-5%	6%	1.0%
7	CCCCCN(C(=O)CCC(=O)OC(C)C(=O)Nc1cccc(C#N)c1)c1c(N)n(CCCC)c(=O)[nH]c1=O (stereo unspecified)	20%	11%	16%	-3%	2.7%
8	O=C(CCCN1C(=O)C2CCCCN2C1=O)N1CCN(c2ccc([N+](=O)[O-])cc2)CC1 (stereo unspecified)	65%	8%	4%	0%	0.2%
9	COc1ccc(C(CC(=O)N2CCCCC2)c2c(O)cc(OC)cc2OC)cc1 (stereo unspecified)	-4%	4%	-5%	-17%	0.1%
10	Cc1ccc(CSCc2ccc(C(=O)NCCCN3CCOCC3)o2)cc1	16%	6%	-2%	-12%	0.1%
11	COc1cc(C2CC(=O)N3CN(Cc4ccco4)CSC3=C2C#N)ccc1OCc1ccccc1 (stereo unspecified)	41%	2%	-1%	6%	4.5%
12	COc1ccc(CCC(=O)NCC(=O)OCc2ccccc2)cc1	3%	-6%	8%	-11%	0.6%
13	CC1CCCCC1NC(=O)CSc1nnnn1-c1ccccc1 (stereo unspecified)	7%	-14%	-7%	5%	i
14	CCOC(=O)C1CCN(Cc2ccc(Cl)c(Cl)c2)CC1	3%	0%	1%	-3%	0.1%
15	CC(C)NC(=O)N(C)C[C@H]1Oc2ccc(NS(=O)(=O)c3ccc(Cl)cc3)cc2CC(=O)N([C@@H](C)CO)C[C@@H]1C	24%	.	-2%	10%	0.4%
16	CCOC(=O)c1c(C)[nH]c(C)c1C(=O)COC(=O)/C=C/c1ccco1	45%	.	-3%	3%	1.9%
17	COc1ccc(-c2oc(=O)c3cc(OC)c(OC)cc3c2/C=C/c2cccc([N+](=O)[O-])c2)cc1	25%	.	-7%	3%	11%
18	COc1ccc(CC(=O)OCC(=O)c2c(N)n(C)c(=O)n(C)c2=O)cc1OC	-15%	.	-8%	-7%	2.0%
19	C=CCN(c1ccccc1C(=O)O)S(=O)(=O)c1ccc(NC(=O)OC)cc1	-10%	7%	-3%	7%	0.8%
20	CCOc1ccc(/C(O)=C2/C(=O)C(=O)N(CCOCCO)C2c2ccccn2)cc1 (stereo unspecified)	6%	5%	-2%	1%	2.2%

11 entries from above, screen by screen.
#1 COc1ccc(C2CC(=O)C=C(NCc3ccc4c(c3)OCO4)C2)cc1 (stereo unspecified)
#2 Cc1ccc(S(=O)(=O)NCCC(=O)NC2CCCCCC2)cc1C
#3 Cc1cnc(C(=O)OCC(=O)NC2CCCCCC2)cn1
#4 N#C/C(=C\c1cccc(Cl)c1)C(=O)c1ccccc1
#5 Cc1ccc(Cn2ccc(NC(=O)c3cc(C)on3)n2)cc1
#6 CCN(CC)c1ccc(NC(=O)C(C)C)cc1
#7 CCCCCN(C(=O)CCC(=O)OC(C)C(=O)Nc1cccc(C#N)c1)c1c(N)n(CCCC)c(=O)[nH]c1=O (stereo unspecified)
#8 O=C(CCCN1C(=O)C2CCCCN2C1=O)N1CCN(c2ccc([N+](=O)[O-])cc2)CC1 (stereo unspecified)
#9 COc1ccc(C(CC(=O)N2CCCCC2)c2c(O)cc(OC)cc2OC)cc1 (stereo unspecified)
#10 Cc1ccc(CSCc2ccc(C(=O)NCCCN3CCOCC3)o2)cc1
screen / no.	1	2	3	4	5	6	7	8	9	10
M. tuberculosis	28%	11%	-2%	44%	58%	9%	20%	65%	-4%	16%
Salmonella PhoP GFP	2%	.	8%	9%	4%	8%	11%	8%	4%	6%
H37Rv inhibition	4%	-2%	-5%	0%	8%	-5%	16%	4%	-5%	-2%
H1N1 NS1A inhibition	-17%	1%	.	-7%	-3%	6%	-3%	0%	-17%	-12%
VEEV TC-83 Vero	0.1%	i	i	i	4.3%	1.0%	2.7%	0.2%	0.1%	0.1%

#11 COc1cc(C2CC(=O)N3CN(Cc4ccco4)CSC3=C2C#N)ccc1OCc1ccccc1 (stereo unspecified)
screen / no.	11
M. tuberculosis	41%
Salmonella PhoP GFP	2%
H37Rv inhibition	-1%
H1N1 NS1A inhibition	6%
VEEV TC-83 Vero	4.5%

New compounds follow.
entry	Compound	M. tuberculosis	Salmonella PhoP GFP	H37Rv inhibition	H1N1 NS1A inhibition	VEEV TC-83 Vero
21	O=c1[nH]c(C(F)(F)F)nc2ccccc12	8%	-12%	-1%	-6%	1.4%
22	O=C(N/N=C/c1ccc(Br)s1)c1c[nH]c2ccccc12	34%	27%	-9%	24%	14%
23	O=C(CSc1nnc(Cc2ccccc2)o1)N1CCOCC1	-5%	-13%	-5%	-3%	0.2%
24	O=C(NCc1ccc2c(c1)OCO2)C1CC(c2ccccc2O)=NO1 (stereo unspecified)	4%	-8%	-1%	-5%	1.6%
25	CC1=C(C(=O)OC(C)C)C(c2cn(-c3ccccc3)nc2-c2cccs2)NC(=O)N1 (stereo unspecified)	24%	7%	8%	-8%	2.9%
26	COC1CCCN(Cc2c(C(=O)N3CCN(C4CCCCC4)CC3)nc3ccccn23)C1 (stereo unspecified)	.	-9%	5%	-8%	2.0%
27	C/C(=N/Nc1nc(C)cc(C)n1)c1ccc(Br)cc1	41%	-2%	16%	0%	i
28	O=C(NCc1ccncc1)c1cc(C(=O)C2CC2)c[nH]1	-3%	-9%	-1%	-6%	0.8%
29	O=S(=O)(c1ccc(NC(=S)NC2CCCC2)cc1)N1CCCC1	?	3%	-1%	1%	2.0%
30	COc1cccc(NC(=O)CN(C)C(=O)CC2CC3CCC2C3)c1 (stereo unspecified)	25%	-3%	0%	0%	2.4%
31	COc1ccc(NC(=O)CSc2nnc(CCC(=O)O)c(=O)n2N)cc1	16%	-8%	1%	-5%	0.7%
32	CCCOc1ccccc1C1CC(=O)Nc2cc3c(cc21)OCCO3 (stereo unspecified)	13%	6%	1%	8%	7.4%
33	COc1ccc2cc(S(=O)(=O)N3CCCCC3)ccc2c1S(=O)(=O)N1CCCCC1	-2%	9%	-8%	6%	9.1%
34	CC1CCCCC1NC(=O)CSc1nnc(CN2CCOCC2)n1C (stereo unspecified)	-5%	-10%	-3%	5%	1.3%
35	Nc1nn2cc(-c3ccc(Br)cc3)nc2c2ccccc12	15%	-22%	-1%	18%	8.7%
36	CC(C)(C)CN1C(N)=NC[C@@H]1Cc1ccc(O)cc1	-9%	-5%	-2%	-6%	1.7%
37	O=C(CSc1nnc(CNC(=O)c2cccc(C(F)(F)F)c2)o1)NC1CCCC1	?	-5%	-2%	1%	1.2%
38	CCOC(=O)c1n[nH]c(=O)c2ccccc12	-14%	0%	-4%	.	0.4%
39	O=c1c2c3c(sc2nc2sc(CN4CCCCC4)cn12)CCCC3	5%	0%	9%	.	.
40	CN(C)CCCN1C(=O)C(=O)/C(=C(/O)c2ccncc2)C1c1cccnc1 (stereo unspecified)	.	.	.	-11%	i
41	CNS(=O)(=O)c1cccc(C(=O)OCC(=O)N(Cc2ccccc2)C(C)(C)C)c1	0%	7%	-5%	1%	0.5%
42	CC(C)c1ccc(N(C(=O)c2snc(C(N)=O)c2N)C(C(=O)NCC2CCCO2)c2ccc(N(C)C)cc2)cc1 (stereo unspecified)	.	.	.	3%	8.2%
43	COc1ccccc1-n1c(SCC(N)=O)nnc1-c1ccc(S(=O)(=O)N2CCCCC2)cc1	11%	-3%	-1%	3%	1.7%
44	CC(=O)N1N=C(c2cccc(O)c2)CC1c1cccs1 (stereo unspecified)	-3%	-4%	2%	0%	6.2%
45	O=C(NCC1CCCO1)c1ccccc1NS(=O)(=O)c1cccs1 (stereo unspecified)	-1%	-8%	-3%	0%	1.2%
46	COc1ccc(-n2nc(C(=O)NCC(=O)Nc3ccccn3)c3ccccc3c2=O)cc1Cl	.	.	.	7%	11%
47	O=c1c(-c2ccc(Br)cc2)[n+]([O-])c2ccccc2n1OCc1ccccn1	-6%	5%	-3%	5%	0.5%
48	CCN(CC)CCCN1C=C2C(=O)C(C)(OC(=O)CCC(=O)OC)C(=O)C(Br)=C2C=C1c1ccc(OC)cc1 (stereo unspecified)	17%	-9%	2%	-21%	1.1%
49	O=S(=O)(NCCOc1ccccc1F)c1cccc(Br)c1	-2%	.	10%	-5%	i
50	O=C(O)c1ncn(Cc2ccccc2)c1C(=O)O	-5%	6%	1%	3%	4.1%
51	NC(=O)c1cc2cc(Cl)ccc2oc1=O	41%	-6%	-1%	6%	6.0%
52	CCOC(=O)c1sc(-c2cccs2)nc1C	14%	3%	2%	-8%	0.5%
53	CCc1ccc(CN2CCN(S(=O)(=O)Cc3ccccc3)CC2)cc1	-3%	4%	-2%	-13%	i
54	Cc1ccc2cccnc2c1N	17%	-3%	2%	-4%	3.0%
55	N#Cc1ccc(NC2c3ccccc3CC2O)cc1 (stereo unspecified)	.	.	.	-1%	0.7%
56	COc1cc(NC(=S)NCCc2ccccc2)c(OC)cc1NC(=O)CC(C)C	75%	-23%	-3%	-1%	1.3%
57	CNc1nc(N(C)C)nc(N(C)C)n1	-3%	5%	9%	1%	i
58	COc1ccc(C(C(=O)NC2CCCC2)N(C(=O)c2snc(C(N)=O)c2N)c2cccc(O)c2)cc1 (stereo unspecified)	41%	9%	0%	3%	7.0%
59	O=S(=O)(c1cccs1)N1CCN(Cc2cccc(F)c2)CC1	-2%	-2%	-9%	-7%	3.4%
60	OCCNCc1ccc(OC2CCCC2)cc1	7%	-2%	-3%	-5%	i
61	COc1ccc(/C=N/NC(=S)Nc2cc(S(=O)(=O)N3CCOCC3)ccc2N2CCOCC2)cc1O	-37%	-5%	3%	-2%	7.7%
62	FC(F)(F)c1nc(SCc2ccc(Cl)cc2Cl)n[nH]1	4.7µM*	7%	-6%	-21%	i
63	Cc1cc(C)c2c(N)c(C(=O)Nc3ccc([N+](=O)[O-])cc3)sc2n1	-12%	6%	5%	-1%	0.1%
64	CCCNS(=O)(=O)c1cc(CN2C(=O)c3cccnc3C2=O)ccc1OC	-5%	1%	8%	8%	1.4%
65	CCOc1ccc(NC(=O)c2ccccc2-c2ccccc2C(=O)O)cc1	77%	4%	?	10%	1.6%
66	O=C(CN1CCOc2ccccc21)NC1CC1	6%	6%	-10%	-3%	0.6%
67	CC(NC(=O)CSC1=NCCS1)c1ccccc1 (stereo unspecified)	22%	0%	2%	2%	0.7%
68	Cc1ccc(S(=O)(=O)c2nc(NCCN(C)C)sc2Cl)cc1	-2%	-6%	-3%	3%	0.7%
69	Cc1ccccc1-c1cc(C(=O)NCc2cccc(C(F)(F)F)c2)n(CC2CC(c3cccnc3)=NO2)n1 (stereo unspecified)	13%	.	5%	-4%	6.3%
70	CCOC(=O)C1=C(CC)Nc2ccccc2N=C1NC(=O)c1cccc(S(=O)(=O)N2CCCC2)c1	22%	-2%	-4%	0%	i
71	CCOC(=O)c1ccc(Nc2nc(N)c3cc(OC)c(OC)cc3n2)cc1	55%	-10%	?	-2%	2.5%
72	Cc1ccc(C)c(CSC2=NCCN2C(=O)Cc2ccc([N+](=O)[O-])cc2)c1	47%	-7%	5%	2%	3.8%
73	CC1=C(C(N)=O)C(c2ccc(F)cc2)n2nc(CCCO)nc2N1 (stereo unspecified)	-16%	-13%	-16%	-10%	i
74	COc1ccc(-c2cc(C(=O)N(C)Cc3ccc(F)cc3)c3ccccc3n2)cc1OC	20%	-5%	-1%	6%	7.3%
75	COc1ccc(OCC(=O)NNC(=O)c2ccc3c(=O)n4c(nc3c2)CCC4)cc1	-14%	-8%	-2%	-8%	0.5%
76	COc1ccc(Cl)cc1-c1nc(SCC(=O)NC(C)C)n[nH]1	28%	-7%	-4%	5%	0.6%
77	COc1ccc(S(=O)(=O)N2CCC(C(=O)NC3(C)CCS(=O)(=O)C3)CC2)cc1OC (stereo unspecified)	2%	-3%	2%	-1%	3.0%
78	CCc1ccc(OC)c(-c2csc(N)n2)c1	11%	11%	2%	3%	i
